High-throughput results from PubChem BioAssay.
TrxR1 substrate: is turned over as a substrate by rat TrxR1. purified TrxR1 substrate turnover, NADPH consumption readout. Potency, µM (doses to about 114 µM), for inactives: at the highest dose activity change, negative = substrate turnover. 390,000 compounds, 0.01% hits. AID 588456; further: potency means the concentration at half of the fitted maximal effect; on the % scale 0 is the no-effect control and ±100 the full control effect; nearly all actives have a fitted effect of over 50% in size
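Rat TrxR1, dispensed at 90 nM, was prereduced with 400 uM NADPH (final) for 5 min at ~22 deg C, then incubated with compound 15 min before 400 uM selenite. A first-read NADPH fluorescence drop versus no-compound background flagged substrates.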
mIDH1 inhibitor: blocks human mutant IDH1 R132H enzyme; O75874; IDH1-R132H enzyme, NADPH consumption, diaphorase/resazurin fluorescence; Potency, µM (highest dose often 76.6 µM), inactives show at the highest dose activity change, negative = inhibition, most hits filed as inhibitors; 390,000 compounds, 0.093% hits; AID 602179; further: potency means the concentration at half of the fitted maximal effect; on the % scale 0 is the no-effect control and ±100 the full control effect; nearly all actives have a fitted effect of over 65% in size
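IDH1-R132H (0.5 ug/mL dispensed) in pH 7.5 Tris buffer was preincubated 30 min with compound, then given a substrate mix of 0.016 mM NADPH and 2 mM alpha-KG for 80 min at room temperature; remaining NADPH was read by diaphorase/resazurin fluorescence.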
HP1b binding inh: blocks HP1-beta chromodomain binding to methylated histone tails | Potency, µM (series often up to 114 µM), inactives show top-dose activity change, negative = inhibition, actives largely listed as inhibitors | 390,000 compounds, 0.56% hits | AID 540317 | AlphaScreen HP1-beta / biotin-H3K9me3 peptide binding; further: potency means the concentration at half of the fitted maximal effect; nearly all actives have a fitted effect of over 70% in size; inactives centre near 23
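AlphaScreen: HP1-beta (50 nM) preformed 30 min with biotin-H3(1-18)K9me3 peptide (50 nM) in PBS pH 7.4, 0.01% Tween-20. Compound added for 30 min at RT, then streptavidin donor/nickel chelate acceptor beads (10 ug/mL) for 30 min.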
PI4K2A block: PI4K2A (human) kinase inhibition | Q9BTU6 | purified PI4K2A, ADP-Glo luminescence, 1 h; hits give low values | 420,000 compounds, 0.13% hits | activity change, negative = inhibition, % at 76.9 µM; in the data active means activity change below about -50%; inconclusive means mostly about -30% to -49%;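 further: -100% = wells without enzyme as full effect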
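Compounds are screened against recombinant PI4K2A using PI as substrate and ATP, the latter dispensed at 300 microM. Reactions run one hour at ambient temperature before ADP-Glo detection; full inhibition defined by wells lacking enzyme.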
Pin1 inh: human Pin1 inhibition. Q13526. Pin1 FP peptide displacement, HiFluor488, 10 min. Potency, µM (top dose mostly 115 µM), for inactives: at the top dose activity, negative = inhibition, most hits filed as inhibitors. 390,000 compounds, 0.009% hits; active means well fitted inhibition curve with a large enough effect in the polarisation, with a control signal flat, not every such curve was filed as active; inconclusive means small, poorly fitted or top-dose-only effect, or effect the other way, or a change in a side signal; inactive means no such curve, though single readings can be large or run the other way; the % refers to the polarisation; further: potency means the concentration at half of the fitted maximal effect; on the % scale 0 is the no-effect control and ±100 the full control effect
Target sequence (Q13526 whole entry, looked up): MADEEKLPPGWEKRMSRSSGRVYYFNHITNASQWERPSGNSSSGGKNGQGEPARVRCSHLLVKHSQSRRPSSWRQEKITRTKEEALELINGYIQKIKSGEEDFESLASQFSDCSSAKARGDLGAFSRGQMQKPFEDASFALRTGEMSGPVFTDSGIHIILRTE
USP1-UAF1 inh: inhibitors of human USP1/UAF1 deubiquitinase; O94782; 390,000 compounds, 0.23% hits; recombinant USP1/UAF1, Ub-Rhodamine cleavage fluorescence; Potency, µM (titrated, usually from 57.1 µM), for inactives: top-dose activity change, negative = inhibition, hits mostly inhibitors; further: potency means the concentration at half of the fitted maximal effect; on the % scale 0 is the no-effect control and ±100 the full control effect; nearly all actives have a fitted effect of over 60% in size; inactives centre near -12
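Step one: compound is pinned into 1nM USP1/UAF1 in HEPES pH 7.8 buffer with TCEP. Step two: 15 min room-temperature incubation. Step three: Ub-Rho (150nM final) starts cleavage, tracked by fluorescence over six one-minute reads.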
rTrxR1 inhibitor: rat TrxR1 inhibition | 390,000 compounds, 1% hits | recombinant rTrxR1, NADPH fluorescence consumption, selenite substrate | Potency, µM (top dose mostly 114 µM), without a hit: top-dose activity change, negative = inhibition, hits mostly inhibitors; further: potency means the concentration at half of the fitted maximal effect; on the % scale 0 is the no-effect control and ±100 the full control effect; nearly all actives have a fitted effect of over 65% in size
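Rat TrxR1 (90 nM in the dispensed reagent) was pre-reduced with 400 uM NADPH for 5 min at room temperature, then incubated with compound for 15 min. After 400 uM selenite was added, NADPH fluorescence (Ex 340/Em 450 nm) was followed for 8 min.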
GLS inhibitor: blocks human kidney-isoform glutaminase activity; O94925; GLS enzymatic activity, qHTS titration; Potency, µM (titrated, usually from 45.5 µM), without a hit: top-dose activity change, negative = inhibition, actives largely listed as inhibitors; 410,000 compounds, 0.21% hits; further: potency means the concentration at half of the fitted maximal effect; on the % scale 0 is the no-effect control and ±100 the full control effect
Target sequence (O94925 whole entry, looked up, canonical isoform): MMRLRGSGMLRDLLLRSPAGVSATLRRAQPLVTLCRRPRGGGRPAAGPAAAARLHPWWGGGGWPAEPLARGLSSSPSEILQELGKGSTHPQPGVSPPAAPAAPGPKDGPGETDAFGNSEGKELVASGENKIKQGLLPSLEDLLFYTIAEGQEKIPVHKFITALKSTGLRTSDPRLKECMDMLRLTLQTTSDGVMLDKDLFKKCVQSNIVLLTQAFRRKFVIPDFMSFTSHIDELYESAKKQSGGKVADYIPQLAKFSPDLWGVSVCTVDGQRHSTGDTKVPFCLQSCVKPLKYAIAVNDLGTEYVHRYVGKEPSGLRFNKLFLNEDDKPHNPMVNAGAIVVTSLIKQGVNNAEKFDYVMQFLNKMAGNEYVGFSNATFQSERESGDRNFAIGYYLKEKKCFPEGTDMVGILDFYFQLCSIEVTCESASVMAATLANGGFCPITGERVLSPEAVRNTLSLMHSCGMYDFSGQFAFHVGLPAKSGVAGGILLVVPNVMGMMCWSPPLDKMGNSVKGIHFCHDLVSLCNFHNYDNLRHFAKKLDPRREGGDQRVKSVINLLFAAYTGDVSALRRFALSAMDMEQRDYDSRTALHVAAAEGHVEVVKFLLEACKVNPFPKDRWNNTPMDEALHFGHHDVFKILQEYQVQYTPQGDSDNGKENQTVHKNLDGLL
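hKGA in 45 mM KH2PO4 (pH 8.2), 0.02% Tween-20 with compound, then 1mM L-Glutamine (stock as added) plus glutamate oxidase/HRP/Amplex red coupling mix. Fluorescence read initially and after 30 min at RT; signal change reflects glutamate formation.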
PGK inhibitor: inhibitors of T. brucei phosphoglycerate kinase. PGK/GAPDH coupled, Kinase-Glo luminescence, 60 min. 380,000 compounds, 0.043% hits. Potency, µM (titrated, usually from 57.5 µM), without a hit: top-dose activity change, negative = inhibition, hits mostly inhibitors. P07378. AID 602233; further: potency means the concentration at half of the fitted maximal effect; on the % scale 0 is the no-effect control and ±100 the full control effect; nearly all actives have a fitted effect of over 60% in size
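Luminescent ATP detection (Kinase-Glo Plus) follows a 60-minute room-temperature incubation, with wells lacking PGK as controls. Buffer: 100 mM TEA (pH 7.6), 5 mM MgCl2, 0.01% Tween-20. Coupling enzyme GAPDH (100 nM final) supplies unstable 1,3-BPG in-well.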
An asterisk follows results filed as active; i = inactive; u = inconclusive; x = no result given; [ ] = remark or other dose. Unless noted, the call rests on the fitted dose curve; in most records, active means well fitted curve in the direction sought with a large enough effect; inconclusive means small, poorly fitted or top-dose-only effect, or another doubt; inactive means no such curve, though single readings can be large; an effect the other way counts as inactive or inconclusive. An excerpt; the hit share may differ from the screen's.

SMILES | TrxR1 substrate | mIDH1 inhibitor | HP1b binding inh | PI4K2A block | Pin1 inh | USP1-UAF1 inh | rTrxR1 inhibitor | GLS inhibitor | PGK inhibitor
CS(=O)(=O)c1ccc(Cl)c(NC(=O)C2CC(=O)N(c3ccc4c(c3)OCCO4)C2)c1 (configuration not stated) | 5% | 4% | 27% | 0 | 0% | -5% | 8% | 9% | i
OCC1OC(n2cnc3c(N4CCCC4)ncnc32)C(O)C1O (configuration not stated) | x | 8% | x | -1 | x | -20% | x | 0% | -8%
Cc1[nH]c2ccc(Br)cc2c1CCNC(=O)c1cc2ccccc2oc1=O | -4% | 0% | 13% | 0 | 1% | -5% | -3% | 6% | -4%
CCOC(=O)N1CCN(c2ccc(C(F)(F)F)cn2)CC1 | 1% | 3% | 31% | 0 | -5% | -13% | u | 8% | 9%
CCOC(=O)c1cnn2c(C(F)F)cc(C3CC3)nc12 | 6% | 6% | 35% | 0 | -8% | -17% | -5% | -8% | -8%
CCCCCn1c(N2CCCC2)nc2c1c(=O)n(C)c(=O)n2C | -4% | 13% | 6% | -3 | -7% | -6% | -1%[57.1 µM] | 5% | -8%
Cc1ccc(NC2=CC(=O)OC(C)C2)cc1 (configuration not stated) | -7% | 6% | 19% | -3 | -3% | -13% | 0% | 26% | -3%
O=C(Nc1ccc(Cl)cc1)c1sccc1-n1cccc1 | 1% | 2% | 29% | -3 | 12% | -12% | 6% | 8% | -11%
COc1ccccc1C(=O)Nc1ccc2c(c1)nc(CCNC(C)=O)n2C | 6% | 2% | 43%[activator] | 3 | 1% | -5% | 13% | 0% | 21%
Cc1cc(C)cc(NC(=O)Cc2ccc(NC3=NC4CS(=O)(=O)CC4S3)cc2)c1 (configuration not stated) | 2%[57.1 µM] | 2% | 19% | -7 | u | -10% | 3%[57.1 µM] | 2% | 1%
Nc1nc(NCc2ccco2)nc(N2CCCCC2)c1[N+](=O)[O-] | -16%[57.1 µM] | 6% | 0% | -11 | -16% | -8% | 1%[57.1 µM] | -1% | -10%
Cc1nc2ccccc2c2oc(C(=O)NC3CC3)cc12 | -8%[57.1 µM] | 13% | 59%[activator] | -4 | 1% | -17% | 11%[57.1 µM] | 4% | -2%
CCn1c(C)nc2cc(C(=O)N/N=C(\C)c3ccc(OC)cc3O)ccc21 | -5% | 12% | 27% | -4 | -3% | -11% | 16%[57.1 µM] | 0% | i
CCOC(=O)c1ccc(NC(=O)COCc2cc(-c3ccc4c(c3)OCO4)on2)cc1 | -6% | -15% | 33% | 2 | 0% | -16% | 3% | -2% | -6%
CCC(CC)C(=O)NCCCN1CCOCC1 | 5%[57.1 µM] | 1% | 12% | 1 | 27% | -3% | 3%[57.1 µM] | 5% | -8%
Cc1cc(C)cc(NC(=O)Cc2csc(COc3cccc(C)c3)n2)c1 | 5% | 4% | 44%[activator] | -2 | 7% | -10% | 10% | -13% | i
CSCCC(NC(=O)COc1ccccc1)C(=O)N1CC(C)OC(C)C1 (configuration not stated) | 4% | 14% | 21% | -6 | -4% | -11% | 22% | -1% | -4%
CCCCN(C)C(=O)c1ccc(S(=O)(=O)N2CCOCC2)cc1 | 8%[57.1 µM] | 2% | 11% | -4 | 2% | 1% | 22%[57.1 µM] | 7% | -9%
Cc1ccc(S(=O)(=O)C(CNC(=O)C(C)C)c2cccs2)cc1 (configuration not stated) | -2% | -1% | 20% | 2 | -1% | -15% | 6% | -6% | -8%
O=C(CCNC(=O)c1ccco1)NCc1ccc(C(=O)O)cc1 | 0%[57.1 µM] | -9% | 34% | 46 | 1% | -19% | -50% | -14% | -9%
Cc1ccc(S(=O)(=O)N2CC=C(C(=O)NC3CC3)CC2)cc1 | -5% | -3% | 12% | -2 | 1% | -15% | -15% | 13% | -10%
Cc1cccc(Oc2ncc(-c3ccc(Cl)cc3)cn2)c1C | -7% | 2% | 130%[activator] | -4 | -2% | -10% | 15%[57.1 µM] | -7% | -3%
CC(C)CN(C(=O)c1ccc(S(=O)(=O)N2CCCCC2)cc1)C1CCS(=O)(=O)C1 (configuration not stated) | 2% | 8% | 7% | -10 | -4% | -5% | 14% | 0% | 0%
Cc1ccc(CN(Cc2ccco2)S(=O)(=O)c2ccc(S(=O)(=O)NCC3CCCO3)cc2)cc1 (configuration not stated) | -1% | 6% | 40%[activator] | 1 | 6% | -22% | 6% | -14% | i
Cc1ccc(-n2c(=O)[nH]cc(C(=O)N3CCc4ccccc43)c2=O)cc1C | 0% | 9% | 22% | -1 | 11% | u | 6% | 2% | 2%
The listing continues:
SMILES | TrxR1 substrate | mIDH1 inhibitor | HP1b binding inh | PI4K2A block | Pin1 inh | USP1-UAF1 inh | rTrxR1 inhibitor | GLS inhibitor | PGK inhibitor
Cc1ccc(S(=O)(=O)Nc2nc(-c3ccccc3)cs2)cc1 | 7%[57.1 µM] | 4% | -15% | -1 | -11% | -22% | 19%[57.1 µM] | 9% | -4%
Cc1ccc(C)c(NC(=O)Cn2cc(C(=O)c3ccncc3)c(=O)c3cc(F)ccc32)c1 | -1%[57.1 µM] | -21% | 20%[57 µM] | -3 | 12% | 5% | 10%[57.1 µM] | -6% | 0%
CC(C)C[C@H](NC(=O)C1CCN(S(=O)(=O)c2ccccc2)CC1)C(=O)NCc1ccccn1 | -7% | 0% | 68%[activator] | 0 | 14% | -9% | 7% | -3% | -9%
CN(CCC1CCOCC1)C(=O)CC1C(=O)NCCN1Cc1c(F)cccc1Cl (configuration not stated) | 6% | -3% | 29% | 3 | -7% | -9% | u | -3% | i
Cc1ccc(CNC(=O)Cc2ccc(-c3ccccc3)cc2)cc1 | 6%[57.1 µM] | -4% | 32% | 3 | 0% | -15% | -3%[57.1 µM] | -2% | 17%
Cc1c(NS(=O)(=O)c2cc(C(=O)Nc3ccc(F)cc3Cl)ccc2Cl)c(=O)n(-c2ccccc2)n1C | -2% | 1% | 34% | -6 | -1% | 1% | 5% | 9% | 2%
Cc1ccc2nc(SCC(=O)Nc3cc(C)on3)nc(=O)n2c1 | 0%[57.1 µM] | 2% | 2% | -2 | 3% | -22% | -7%[57.1 µM] | -3% | i
CC1CCN(C(=O)CC2C(=O)Nc3c2c(=O)n(C)c(=O)n3Cc2ccccc2)CC1 (configuration not stated) | 7% | 2% | 18% | -5 | 1% | -11% | -36% | 9% | 1%
CC1CC(C)CN(C(=O)COC(=O)/C=C/c2ccco2)C1 (configuration not stated) | 0% | 7% | -9% | -1 | -9% | -2% | -24% | 7% | u
